Screening data: PubChem, Broad Institute
T cruzi growth – T. cruzi intracellular proliferation inhibitors, primary screen, cell-based, beta-gal Tulahuen parasites, NIH3T3 host, luminescence; T. cruzi beta-gal in NIH3T3, GalScreen luminescence, 90 h; AID 624255, 2012; inhibition, % at 8.34 µM; 5.9% of 77,000 active;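 active means mean inhibition above about 93%, with at least 55% of replicates each passing it, limit read from the data, passing the limit was not always enough; inconclusive means only one of those two conditions holds; inactive means neither condition holds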
KDM4C inh – inhibitors of GASC-1 (KDM4C) histone demethylase, primary screen, biochemical, single concentration HTS; Lysine-specific demethylase 4C (Homo sapiens), Q9H3R0; GST-KDM4C 2-372, H3K9me3 peptide, LANCE TR-FRET; inhibition, % at 12.5 µM; 0.15% of 96,000 active; AID 720574, 2013;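 active means mean replicate inhibition above about 25%, with at least 55% of replicates also reaching it, limit read from the data, passing the limit was not always enough; inconclusive means only one of those two conditions met; inactive means neither condition met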
Target sequence (Q9H3R0 2-372 limits assumed): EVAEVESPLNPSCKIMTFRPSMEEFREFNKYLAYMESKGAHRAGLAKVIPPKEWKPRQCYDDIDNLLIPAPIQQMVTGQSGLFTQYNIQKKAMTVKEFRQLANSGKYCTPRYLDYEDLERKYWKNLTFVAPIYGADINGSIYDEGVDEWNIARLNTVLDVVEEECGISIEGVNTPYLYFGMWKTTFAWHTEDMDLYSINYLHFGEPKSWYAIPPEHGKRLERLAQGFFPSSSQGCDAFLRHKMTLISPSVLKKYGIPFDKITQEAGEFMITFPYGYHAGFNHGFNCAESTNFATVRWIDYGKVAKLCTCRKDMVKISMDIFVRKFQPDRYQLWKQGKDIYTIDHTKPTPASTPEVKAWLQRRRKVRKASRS
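Material: GST-tagged GASC-1 (JMJD2C) catalytic fragment, aa 2-372. Input: enzyme final amount 10 nM. Medium: HEPES buffer, pH 7.5, plus ascorbate. Reagent: H3K9me3 peptide substrate, Fe(II), 2-oxoglutarate. Doses: single dose. Times: reaction 30 min RT, detection step 1 h RT. Measured by: LANCE TR-FRET. Evaluation: Fall in 671/618 emission ratio as inhibition.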
Pf Dd2 growth – P. falciparum Dd2 growth inhibitors, primary screen, SYBR Green fluorescence, single dose replicates; activity change, % at 10 µM; AID 1159554, 2015; 72 h; stronger effect = lower value; 2.3% of 94,000 active; in the data active means activity change below about -80%; inconclusive means no clear call, values can overlap the other calls
C diff HTS – C. difficile growth inhibitors, primary screen, HTS; AID 1259249, 2017; 0.25% of 86,000 active; growth activity, negative = inhibition, % at 16 µg/mL (by protocol); Clostridium difficile clinical isolate growth, OD600, 24 h; stronger effect = lower value;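 active means mean growth activity at or below -80% and every replicate also at or below -80%; inconclusive means mean at or below -80% but some replicate above -80%; inactive means mean growth activity above -80%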;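 further: 0% = DMSO wells and -100% = levofloxacin 16 µg/mL wells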
Active calls of the source: *; u = inconclusive; x = no result given; & = joins results of further samples.

canonical_smiles,T cruzi growth,KDM4C inh,Pf Dd2 growth,C diff HTS
COc1ccc(S(=O)(=O)N(C)C[C@@H]2OCCCC[C@H](C)Oc3ccc(NS(=O)(=O)c4cccs4)cc3C(=O)N([C@@H](C)CO)C[C@H]2C)cc1,52,0.8,-76,-6
O=C(N[C@H]1C[C@@H]2O[C@H](CO)CC[C@@H]2O[C@@H]1CCc1ccc(C#CC2CC2)cc1)c1cccc(F)c1,x,x,-72,-2
Cn1cnc(S(=O)(=O)N2C[C@@H](O)COC[C@H]3O[C@H](CC(=O)NCc4cc(F)cc(F)c4)CC[C@@H]32)c1,-47,0.2,3,x
CN1CCN(C(=O)C[C@@H]2C[C@@H]3c4cc(NC(=O)Nc5ccc(C(F)(F)F)cc5)ccc4O[C@@H]3[C@H](CO)O2)CC1,-9,4.8,-33,3
O=S(=O)(N[C@@H]1CC[C@H](CCn2cc(C3(O)CCCC3)nn2)O[C@@H]1CO)c1ccccc1,-6,1.2,-21,4
CN1C(=O)c2cc(NC(=O)Nc3ccccc3F)ccc2OC[C@H]2O[C@@H](CC(=O)NCCc3ccncc3)CC[C@@H]21,-11,-0.9,2,-4
CCC(=O)Nc1ccc2c(c1)OC[C@H](C)N(CC1CCCCC1)C[C@H](C)[C@@H](OC)CN(C)C2=O,-3,3.5,-2,2
COc1ccc(S(=O)(=O)Nc2ccc3c(c2)C(=O)N([C@@H](C)CO)C[C@@H](C)[C@H](CN(C)S(=O)(=O)c2cn(C)cn2)OCCCC[C@@H](C)O3)cc1,-38,0.0,21,1
C[C@H]1CN([C@@H](C)CO)C(=O)c2cc(NC(=O)Nc3ccccc3)ccc2O[C@@H]1CN(C)S(=O)(=O)c1ccc(Cl)cc1,40,0.2,-58,-4
C[C@H]1CN([C@@H](C)CO)C(=O)Cc2cc(NC(=O)C3CCCCC3)ccc2O[C@@H]1CN(C)Cc1ccc(C(=O)O)cc1,-46,0.2,-16,-2
C/C=C/c1cnc2c(c1)C(=O)N([C@@H](C)CO)C[C@@H](C)[C@@H](CN(C)C(=O)C1CC1)O2,42,-0.7,19,-3
CCC(=O)N1[C@H](CO)[C@@H](c2ccccc2)[C@H]1CNC(=O)CN1CCOCC1,-16,-0.2,12,3
C[C@H](CO)N1C[C@H](C)[C@@H](CN(C)S(=O)(=O)c2cccs2)Oc2ccc(NC(=O)Nc3ccc(F)cc3)cc2CC1=O,-51,-1.4,-12,-6
C[C@H]1CN([C@@H](C)CO)C(=O)c2cccc(NS(=O)(=O)c3cccs3)c2O[C@H]1CN(C)C(=O)Nc1ccc(C(F)(F)F)cc1,-40,-1.1,-18,x
COC(=O)[C@@H]1[C@@H](CO)[C@@H]2Cn3c(ccc(C4=CCCCC4)c3=O)[C@@H]2N1C(=O)c1ccccc1F,2,-0.4,-27,-1
C[C@H](O)C#Cc1ccc2c(c1)O[C@@H](CN(C)Cc1ccccn1)[C@@H](C)CN([C@@H](C)CO)S2(=O)=O,-11,0.7,7,0
O=C(C[C@H]1CC[C@@H]2[C@H](COC[C@H](O)CN2S(=O)(=O)c2cccc(Cl)c2)O1)N1CCCCC1,21,0.5,-6,10&-13
C[C@H]1CN([C@@H](C)CO)C(=O)Cc2cc(NC(=O)CCN3CCOCC3)ccc2O[C@H]1CN(C)C(=O)Nc1ccc(C(F)(F)F)cc1,25,-1.4,18,-2
C[C@H](CO)N1C[C@H](C)[C@@H](CN(C)CC2CC2)Oc2c(NC(=O)C3CCCCC3)cccc2C1=O,46,0.1,-1,-3
CC(=O)N(C)C[C@H]1Oc2ncc(C#C[C@@H](C)O)cc2C(=O)N([C@H](C)CO)C[C@H]1C,25,1.4,58,-1
C[C@H]1CN([C@@H](C)CO)C(=O)c2cccc(NC(=O)NC3CCCCC3)c2O[C@@H]1CN(C)S(=O)(=O)c1cn(C)cn1,-54,2.7,11,x
O=C(C[C@@H]1C[C@@H]2c3cc(NC(=O)C4CCC4)ccc3O[C@@H]2[C@@H](CO)O1)NCc1ccccc1F,x,2.2,3,2
C[C@H](CO)N1C[C@H](C)[C@@H](CN(C)CC2CCCCC2)Oc2ccc(N(C)C)cc2C1=O,18,-0.9,29,7
CNC[C@@H]1OCCCC[C@H](C)Oc2ccc(NC(=O)Nc3ccc(F)cc3)cc2C(=O)N([C@H](C)CO)C[C@H]1C,-9,0.2,x,-6
COc1ccc2c3c(n(C)c2c1)[C@@H](CO)N(C(=O)Nc1ccccc1F)CC31CCN(C)CC1,x,-0.7,-80,4
Cc1noc(C)c1S(=O)(=O)Nc1ccc2c(c1)C(=O)N([C@H](C)CO)C[C@@H](C)[C@@H](CN(C)CC1CCCCC1)OCCCC[C@@H](C)O2,19,2.3,-63,9
COc1ccc(S(=O)(=O)N(C)C[C@@H]2Oc3c(cccc3N(C)C)C(=O)N([C@H](C)CO)C[C@H]2C)cc1,-2,-0.5,-66,1
CO[C@H]1CN(C)C(=O)c2cc(NC(=O)C3CCCCC3)ccc2OC[C@@H](C)N(Cc2nccs2)C[C@@H]1C,-66,1.2,-33,4
COc1ccc(S(=O)(=O)N(C)C[C@H]2OCc3ccccc3-c3c(n(C)c4ccccc34)C(=O)N([C@H](C)CO)C[C@H]2C)cc1,61,1.5,-72,x
C/C=C/c1ccc2c(c1)O[C@H](CN(C)Cc1ccc(F)cc1)[C@H](C)CN([C@H](C)CO)S2(=O)=O,u,-1.0,-27,-3
C[C@@H]1CN([C@H](C)CO)C(=O)c2cc(NS(C)(=O)=O)ccc2O[C@@H](C)CCCCO[C@@H]1CN(C)C,27,0.1,x,-1
C[C@H](CO)N1C[C@H](C)[C@H](CN(C)S(C)(=O)=O)Oc2ncc(C#CC3CCCCC3)cc2C1=O,86,-1.9,0,-6
O=C(Nc1ccccc1)N[C@@H]1CC[C@@H](CCNS(=O)(=O)c2cccc(F)c2)O[C@H]1CO,-1,0.5,-23,-14
CCCNC(=O)[C@H]1[C@H](CO)[C@H]2Cn3c(ccc(-c4cccc(OC)c4)c3=O)[C@H]2N1C,x,11,21,-3
COc1cccc(-c2ccc3n(c2=O)C[C@H]2[C@H](CO)[C@@H](C(=O)N(C)C)N(C(=O)C4CCC4)[C@@H]32)c1,66,-0.3,11,8
COc1ccc(NC(=O)N2CCCCN3[C@H](CO)[C@@H](c4ccc(-c5ccccc5C)cc4)[C@@H]3C2)cc1,51,-1.3,-31,29
C[C@H]1CN([C@@H](C)CO)C(=O)Cc2cc(NC(=O)c3ccncc3)ccc2O[C@@H]1CN(C)CC1CC1,64,-1.9,-4,3
O=C(C1CCCC1)N1[C@@H]2CN(S(=O)(=O)c3ccc(F)cc3)c3ccccc3[C@@H]2[C@@H]1CO,50,-1.0,-13,-10
CNC(=O)C[C@H]1CC[C@@H]2[C@H](COc3ccc(NC(=O)c4cc(F)cc(F)c4)cc3C(=O)N2C)O1,29,1.4,1,8
C[C@@H]1CN([C@@H](C)CO)C(=O)c2cc(C#CC3CC3)cnc2O[C@@H]1CN(C)Cc1ccncc1,11,1.5,29,8

An excerpt of these results, with values under each structure.
Each structure is followed by: T cruzi growth | KDM4C inh | Pf Dd2 growth | C diff HTS
O=C(C[C@H]1CC[C@@H]2[C@H](COC[C@H](O)CN2S(=O)(=O)c2cccc(Cl)c2)O1)N1CCCCC1
  21 | 0.5 | -6 | 10&-13
C[C@H]1CN([C@@H](C)CO)C(=O)Cc2cc(NC(=O)CCN3CCOCC3)ccc2O[C@H]1CN(C)C(=O)Nc1ccc(C(F)(F)F)cc1
  25 | -1.4 | 18 | -2
C[C@H](CO)N1C[C@H](C)[C@@H](CN(C)CC2CC2)Oc2c(NC(=O)C3CCCCC3)cccc2C1=O
  46 | 0.1 | -1 | -3

The listing continues.
canonical_smiles,T cruzi growth,KDM4C inh,Pf Dd2 growth,C diff HTS
C/C=C/c1ccc2c(c1)O[C@H](CN(C)C(=O)c1ccc(F)cc1)[C@H](C)CN([C@H](C)CO)S2(=O)=O,44,-1.2,-8,-2
Cc1ccc(S(=O)(=O)Nc2cccc3c2O[C@@H](CN(C)Cc2ccc4c(c2)OCO4)[C@@H](C)CN([C@@H](C)CO)C3=O)cc1,23,-1.7,-20,-3
O=S(=O)(c1ccccc1)N1CCCCN2[C@@H](CO)[C@@H](c3ccc(C#Cc4cccnc4)cc3)[C@@H]2C1,113*,2.8,-44,2
O=C1CNC[C@@H]2[C@H](c3ccc(C4=CCCCC4)cc3)[C@H](CO)N12,x,0.0,8,6
C[C@H](CO)N1C[C@H](C)[C@H](CN(C)C(=O)C2CC2)Oc2ncc(-c3cccc(F)c3)cc2C1=O,-4,-2.0,25,x
COCC(=O)N1C[C@H](C)[C@@H](OC)CN(C)C(=O)c2cc(NC(=O)Nc3cccc(F)c3)ccc2OC[C@H]1C,49,1.0,3,x
C[C@H](O)C#Cc1ccc2c(c1)O[C@H](CN(C)CC1CCOCC1)[C@@H](C)CN([C@@H](C)CO)S2(=O)=O,61,x,-14,-7
C[C@@H]1CN([C@H](C)CO)C(=O)c2cc(C#CCc3ccccc3)cnc2O[C@H]1CN(C)Cc1cccc(F)c1,72,-0.1,-60,x
CCCC#Cc1ccc([C@@H]2[C@@H](CO)N3CCCCN(Cc4cccnc4)C[C@H]23)cc1,u,-1.9,-66,7
CCC(=O)N1C[C@@H](C)[C@@H](OC)CN(C)C(=O)c2cc(NC(=O)COC)ccc2OC[C@@H]1C,x,0.3,23,x
CN1C(=O)c2cc(NC(=O)Nc3ccccc3Cl)ccc2OC[C@@H]2O[C@@H](CC(=O)NCCCN3CCOCC3)CC[C@H]21,-14,-2.7,x,x
CN1c2ccc(Br)cc2[C@H]2[C@H](CCN2C(=O)Nc2ccc(F)cc2)[C@H]1CO,72,0.6,-52,2
COc1cccc(NC(=O)C[C@H]2CC[C@@H]3[C@@H](COc4ccc(NC(=O)C5CCC5)cc4C(=O)N3C)O2)c1,x,0.1,17,-1
C[C@H](CO)N1C[C@H](C)[C@H](CN(C)C(=O)Nc2cccc3ccccc23)Oc2ncc(C#Cc3ccccc3)cc2C1=O,122*,-3.1,-63,7
C/C=C/c1ccc([C@H]2[C@H](CO)N(C(C)=O)[C@H]2CN(CC)C(=O)CN(C)C)cc1,-9,2.4,2,-6
Cc1ccc(S(=O)(=O)N(C)C[C@H]2Oc3c(NC(=O)C4CCOCC4)cccc3C(=O)N([C@H](C)CO)C[C@@H]2C)cc1,5,-1.0,0,-6
C/C=C/c1ccc([C@H]2[C@H]3CN(C(=O)Nc4ccc(OC)cc4)CCCCN3[C@H]2CO)cc1,42,-0.3,-16,0
COc1ccc2c3c([nH]c2c1)[C@H](CO)N(C(=O)c1ccccc1)CC31CCN(C(=O)NC(C)C)CC1,x,-0.5,-3,-8
COCC#Cc1cnc2c(c1)C(=O)N([C@@H](C)CO)C[C@@H](C)[C@@H](CN(C)C(=O)Cc1ccncc1)O2,-4,0.5,41,-2
C[C@@H]1CCCCO[C@@H](CN(C)C(=O)CCC(F)(F)F)[C@@H](C)CN([C@H](C)CO)C(=O)c2cc(NS(=O)(=O)c3ccc(Cl)cc3)ccc2O1,85,-1.0,-11,-1
CN1[C@@H]2c3ccc(-c4ccc(F)cc4)c(=O)n3C[C@@H]2[C@@H](CO)[C@@H]1C(=O)NCC1CC1,39,2.9,-3,-1
CO[C@@H]1CN(C)C(=O)c2cc(NS(C)(=O)=O)ccc2OC[C@H](C)N(C(=O)NC(C)C)C[C@H]1C,-8,0.1,26,2
COc1cccc(CNC(=O)C[C@H]2CC[C@H]3[C@H](COc4ccc(NS(=O)(=O)c5ccccc5F)cc4C(=O)N3C)O2)c1,3,-1.1,14,-17
CO[C@@H]1CN(C)C(=O)c2ccc(NS(=O)(=O)CC(F)(F)F)cc2OC[C@@H](C)N(C(=O)c2ccc3c(c2)OCO3)C[C@H]1C,35,-1.8,25,-1
CCC(=O)N(CC(C)C)C[C@@H]1[C@@H](c2ccccc2)[C@H](CO)N1C(=O)C1CCC1,22,-0.9,3,-4
CO[C@@H]1CN(C)C(=O)c2ccc(NC(=O)c3ccc(F)cc3)cc2OC[C@H](C)N(C(=O)CN(C)C)C[C@@H]1C,25,0.1,x,x
COc1ccc(-c2cnc3c(c2)C(=O)N([C@H](C)CO)C[C@H](C)[C@H](CN(C)C(=O)C2CCCCC2)O3)cc1,x,2.2,-3,-1
